SIAH1 antagonists = blockers of Siah-1 interaction with plectin peptide – biochemical, fluorescence polarization, rhodamine-plectin, uHTS, primary screen (AID 1817); Siah-1 / rhodamine-plectin peptide fluorescence polarization; higher % means a stronger effect; one-dose displacement, % at 20 µM; IC50 in µM for titrated hits; 0.02% of 290,000 active;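 active means displacement of at least 50% at 20 µM, with a fluorescence ratio check between 0.3 and a set limit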;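 further: plate controls were Siah plus tracer with DMSO for no effect and tracer alone without Siah for full effect; strong numbers were not always called active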
XIAP antagonists = small molecules displacing peptide from XIAP – biochemical, IAP family, fluorescence polarization (AID 1018); XIAP BIR domain, fluorescence polarization peptide displacement; higher % means a stronger effect; one-dose displacement, % at 20 µM; IC50 in µM for titrated hits; 0.007% of 200,000 active; in the data active means displacement above about 50%; further: a part of the inactive calls stands beside numbers as strong as those of hits
PMI inhibitors = MPI enzyme activity inhibition – biochemical, fluorescence intensity, coupled assay, primary screen (AID 1209) | purified PMI enzyme, coupled fluorescence intensity; higher % means a stronger effect | inhibition, % at 20 µM, or IC50 in µM where a hit was titrated | 0.42% of 190,000 active;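 further: plate controls were DMSO vehicle for no effect and wells lacking substrate for full effect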
UTI89 phage lysis = inhibition of K1F phage lysis, E. coli UTI89, bacterial capsule biogenesis inhibitors, alamar blue (AID 488966); inhibition, % at 100 µM; hits with a dose series show IC50 in µM; E. coli UTI89 K1F phage lysis, alamar blue, 2 h; higher % means a stronger effect; 0.02% of 340,000 active;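 active means phage lysis inhibition, versus mean bacterial control, above a set limit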;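 further: capsule biogenesis inhibitors block K1F phage lysis so surviving cells raise fluorescence; higher fluorescence means more inhibition of phage lysis; actives were called in the ten point dose series up to 300 µM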
M17LAP inhibition = P. falciparum M17LAP inhibitors, primary screen, biochemical, fluorogenic H-Leu-NHMec substrate, 1536-well (AID 1619). recombinant M17LAP, H-Leu-NHMec fluorogenic kinetic assay; higher % means a stronger effect. one-dose inhibition, % at 30 µM; IC50 in µM for titrated hits. 0.38% of 220,000 active;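 active means compound inhibiting the enzyme by more than half at any dose during confirmatory dose-response retesting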;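 further: plate controls were full reaction with DMSO carrier for no effect and no enzyme background for full effect; strong numbers were not always called active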
P. falciparum M1AAP = P. falciparum M1AAP inhibitors, biochemical, fluorogenic H-Leu-NHMec substrate, 1536-well (AID 1445); recombinant M1AAP, H-Leu-NHMec fluorogenic kinetic assay; higher % means a stronger effect; inhibition, % at 30 µM, or IC50 in µM where a hit was titrated; 0.42% of 220,000 active;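 active means primary inhibition above the hit cutoff, then over 50% inhibition at one or more dose response concentrations, cut at about 23% in these data, passing the limit was not always enough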;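 further: plate controls were DMSO full reaction for no effect and no enzyme background for full effect; strong numbers were not always called active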
Lipid droplet = modulators of hepatic lipid droplet formation. AML12 mouse hepatocytes, oleate lipid droplets, BODIPY imaging. inhibition, % at 6.5 µM. 0.4% of 240,000 active. AID 1656;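 active means lipid droplet intensity inhibited by at least 50%, with more than 500 cells counted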
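Assay system: AML12 mouse liver cells | Compound: 6.5 µM single-point dosing | Schedule: Overnight exposure | Technique: Fluorescence imaging, 20x objective, two fields per well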
TNAP activation fold = stimulation of alkaline phosphatase TNAP activity – biochemical, luminescent, no phosphate acceptor, uHTS, primary screen (AID 1001); purified TNAP, luminescent activation assay, no phosphate acceptor; higher activation fold means a stronger effect; activation fold at 20 µM, or EC50 in µM where a hit was titrated; 0.03% of 200,000 active; in the data active means activation fold from about 3, or a potency from the dose series; inactive means the rest, 99 in 100 with activation fold below about 1.6; further: many of its hits are not listed in these tables
PMI inhibition = human PMI inhibitors, high substrate, primary screen, biochemical, fluorescence intensity, high mannose 6-phosphate (AID 1220). recombinant PMI enzyme, coupled fluorescence intensity; higher % means a stronger effect. inhibition, % at 20 µM; hits with a dose series show IC50 in µM. 0.66% of 190,000 active
Lipid droplet cells 6.5 µM = recorded beside Lipid droplet, whose call it bears; cell count; measured here: cell count, cytotoxicity flag;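 cells counted across two imaged fields per well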
The depositor's hits bear a star; nt = no result given; & = joins results of further samples; [ ] = dose if it differs, or a comment. Unless noted, no stated cut-off is given here; in the data, active means inhibition above about 50%; inactive means the rest. Hits appear at their usual frequency; 1.9% or so of the library scored in one or more.

SMILES | SIAH1 antagonists | XIAP antagonists | PMI inhibitors | UTI89 phage lysis | M17LAP inhibition | P. falciparum M1AAP | Lipid droplet | Lipid droplet cells 6.5 µM | TNAP activation fold | PMI inhibition
COc1ccc(-c2csc3nc(-c4ccccc4F)oc(=O)c23)cc1 | 1.4% | nt | nt | -0.3% | 0.1% | 4.9% | 6.3 | 724 | nt | nt
O=C1C=C(N2CCOCC2)C2(CCCCC2)O1 | 1.0% | -4.3% | -2.2% | -0.8% | 17.2% | -0.8% | 20.2 | 708 | 1.1 | -0.1%
Cc1ccc(-n2nnnc2SCC(=O)Nc2ccccc2N2CCCCC2)cc1C | -2.1% | -6.8% | 6.5% | 0.2% | -2.2% | 1.3% | nt | nt | 1.1 | 3.7%
CC1=CC2=NC(=O)CC(C)(C(=O)N(CC(=O)NC(C)(C)C)Cc3ccccc3)N2C=C1 (stereo not given) | 3.8% | -3.5% | -0.1% | 0.0% | -43.2% | 4.4% | -9.8 | 686 | 1.1 | -5.1%
c1cncc(-c2nn3cnnc3s2)c1 | 1.9% | -3.8% | 11.2% | 0.0% | 1.7% | 5.9% | -0.5 | 614 | 1 | 16.6%
Cc1ccc(C(=O)N2CC(C)OC(C)C2)cc1[N+](=O)[O-] (stereo not given) | 0.8% | -2.7% | -3.6% | -0.6% | 10.7% | -0.3% | -5.5 | 740 | 1.1 | 0.8%
O=C(CSc1nc2ccc([N+](=O)[O-])cc2[nH]1)NC1CCCC1 | -9.0% | -13.2% | 7.1% | 0.0% | 21.8% | 8.2% | -3.3 | 598 | 0.7 | 0.6%
O=C(N/N=C/C1CC=CCC1)c1cc(Br)ccc1O (stereo not given) | 1.9% | -9.1% | -5.5% | 6.7% | -11.8% | 14.7% | 5.9 | 592 | 1.1 | 1.7%
CCc1ccccc1NC(=S)N=Nc1c(O)n(C)c2ccc(S(=O)(=O)N3CCOCC3)cc12 | -3.9% | 27.5% | 14.4% | 3.2% | -6.1% | 1.8% | -11.9 | 685 | 0.8 | 28.7%
CC(NC(=O)c1cc(-c2ccc3c(c2)OCO3)nc2ccccc12)C(C)(C)C (stereo not given) | 2.3% | -3.9% | -0.3% | 7.6% | 11.5% | 3.6% | 8.1 | 767 | 1.1 | 0.4%

Just SIAH1 antagonists, for some of the entries so far:
Structure | SIAH1 antagonists
Cc1ccc(C(=O)N2CC(C)OC(C)C2)cc1[N+](=O)[O-] (stereo not given) | 0.8%
O=C(CSc1nc2ccc([N+](=O)[O-])cc2[nH]1)NC1CCCC1 | -9.0%

Going on with the list.
SMILES | SIAH1 antagonists | XIAP antagonists | PMI inhibitors | UTI89 phage lysis | M17LAP inhibition | P. falciparum M1AAP | Lipid droplet | Lipid droplet cells 6.5 µM | TNAP activation fold | PMI inhibition
CN(C(=O)c1cc2c(s1)-c1ccccc1S(=O)(=O)C2)c1ccccc1F | 1.5% | nt | nt | 0.0% | 9.4% | 5.4% | -10.4 | 727 | nt | nt
Cc1ccc(S(=O)(=O)N2CCCCC2)cc1NC(=O)CSc1nccn1C | -3.4% | -7.8% | 3.8% | 0.7% | 1.8% | 2.2% | 0.9 | 648 | 1 | -0.4%
COc1ccc(NC2CC(=O)N(c3cccc(C)c3)C2=O)cc1 (stereo not given) | -1.6% | -5.4% | 17.6% | -0.9% | 14.9% | 18.7% | 7.5 | 773 | 1.2 | 15.1%
COc1ccc(CN2CCN(c3ccccn3)CC2)c(OC)c1C | 0.8% | nt | nt | 0.2%&-0.1% | -5.0% | 2.8% | 8.4 | 716 | nt | nt
CCSc1nnc(NS(=O)(=O)c2ccc(OC)cc2)s1 | -0.7% | -7.2% | -22.7% | 0.1% | 5.1% | -3.2% | 5.9 | 669 | 1 | -28.9%
CCN(C(=O)CSc1nnc2nc(C)cc(C)n12)c1ccccc1 | -3.3% | -0.6% | 5.7% | 0.6% | -6.4% | -0.2% | -4.3 | 669 | 1 | 13.0%
c1ccc(N2CCN(c3ccc4nncn4n3)CC2)nc1 | -1.8% | 0.6% | 15.5% | 0.2% | 12.7% | 0.4% | -2.9 | 574 | 1.1 | 14.2%
O=C(C1=C[C@H](c2ccc(C(F)(F)F)cc2)C[C@H](OCCCCO)O1)N1CCN(Cc2ccc3c(c2)OCO3)CC1 | -3.7% | -3.4% | 18.1% | -0.8% | 1.7% | 1.5% | -20.0 | 630 | 1 | 12.2%
CCOC(=O)c1sc(=NC(=O)c2ccc(OC(C)C)cc2)n(C)c1C | 6.0% | -4.0% | -1.2% | -0.1% | 3.8% | 0.1% | -8.7 | 698 | 1.1 | 10.4%
Cc1c(CBr)[n+](=O)c2c(n1[O-])C(Br)CCC2Br (stereo not given) | -6.1% | nt | nt | -0.9% | -2.2% | 3.0% | 3.1 | 633 | nt | nt

Single records, as listed above. Values in the order: SIAH1 antagonists | XIAP antagonists | PMI inhibitors | UTI89 phage lysis | M17LAP inhibition | P. falciparum M1AAP | Lipid droplet | Lipid droplet cells 6.5 µM | TNAP activation fold | PMI inhibition
COc1ccc(CN2CCN(c3ccccn3)CC2)c(OC)c1C reads 0.8% | nt | nt | 0.2%&-0.1% | -5.0% | 2.8% | 8.4 | 716 | nt | nt
CCSc1nnc(NS(=O)(=O)c2ccc(OC)cc2)s1 reads -0.7% | -7.2% | -22.7% | 0.1% | 5.1% | -3.2% | 5.9 | 669 | 1 | -28.9%

(list continues)
SMILES | SIAH1 antagonists | XIAP antagonists | PMI inhibitors | UTI89 phage lysis | M17LAP inhibition | P. falciparum M1AAP | Lipid droplet | Lipid droplet cells 6.5 µM | TNAP activation fold | PMI inhibition
O=C(CSc1n[nH]c(-c2ccc(S(=O)(=O)N3CCCCC3)cc2)n1)Nc1nccs1 | -0.6% | -5.5% | -4.7% | 0.2% | 4.7% | 0.5% | -20.7 | 727 | 1.1 | -8.1%
S=c1[nH]nc(COc2ccccc2)n1Cc1ccccc1 | -0.3% | -5.4% | 18.2% | 1.7%[50 µM] | -7.9% | -1.7% | -2.1 | 638 | 1 | 12.2%
CC(C)N(CC#CC(O)(c1ccccc1)c1ccccc1)CCO | 5.5% | 4.6% | -9.6% | 2.7% | -11.6% | 7.8% | 0.8 | 649 | 1.2 | 6.5%
COc1ccc(C(=O)c2ccc(Cl)cc2)c2ccccc12 | 2.0% | -3.3% | 5.9% | 4.5% | -9.6% | 0.3% | 14.4 | 862 | 1.1 | 6.9%
CCOC(=O)C(C)Sc1nc(-c2ccccn2)ncc1OC (stereo not given) | 9.2% | -4.3% | 4.4% | -2.7% | -1.3% | -10.3% | nt | nt | 1.1 | -12.7%
O=C1CNC(=O)N1CC(O)Cn1c2ccccc2c2ccccc21 (stereo not given) | 3.7% | -10.2% | 5.5% | 0.1% | 0.5% | 5.2% | 10.4 | 714 | 1.2 | -1.8%
CC(Sc1ccccn1)C(=O)Nc1ccc(S(N)(=O)=O)cc1 (stereo not given) | -2.2% | -7.2% | 13.3% | 6.8% | -0.6% | 6.3% | -9.5 | 738 | 1 | 9.3%
CCn1c(=O)c(C(=O)NNS(=O)(=O)c2ccc(Br)cc2)c(O)c2ccccc21 | -0.7% | -5.3% | 4.3% | 0.7% | 14.1% | 13.0% | -0.7 | 685 | 1.1 | -10.3%
CC1Cc2nc(SCC(=O)N3CCOCC3)n(-c3ccccc3)c(=O)c2S1 (stereo not given) | 5.9% | -4.0% | -2.0% | 0.1% | 17.4% | 4.3% | 3.7 | 704 | 1.1 | -3.0%
CCn1c(CCNC(=O)c2ccc(C)cc2)nnc1SCc1ccc(Cl)c(Cl)c1 | -1.7% | -2.8% | 10.9% | 3.3% | 7.5% | 3.4% | 6.0 | 697 | 1.2 | -2.4%
CC(=O)Oc1c(C(=O)c2nnc(C)o2)c(=O)n(C)c2ccccc12 | 5.0% | 1.3% | 16.1% | -0.2%[50 µM] | -4.8% | 18.7% | -0.5 | 730 | 1.1 | 10.9%
CCOc1cc(C(=O)Nc2ccc(C)cc2C)ccc1OCC(=O)N1CCCCC1 | 4.2% | 0.3% | 9.1% | 2.7%[50 µM] | 1.1% | 5.4% | 6.7 | 675 | 1.1 | -3.5%
Cc1cccc(N2C(=O)CC(Sc3nnc(C)s3)C2=O)c1 (stereo not given) | -4.3% | -1.4% | -4.6% | -2.2% | 11.8% | 0.8% | 2.0 | 755 | 1 | -4.4%
COc1cc(OC)c(C(=O)NNC(=S)NC2CCCCC2)cc1OC | 10.4% | -5.7% | -5.3% | 1.1%[50 µM] | -1.0% | -3.1% | -2.3 | 682 | 2 | -2.8%
CC(=O)N(c1ccccc1)C1CCCC1 | 1.4% | -5.6% | -7.2% | 0.7%[50 µM] | -18.9% | -1.9% | 0.3 | 609 | 1 | -2.7%
O=C(COc1ccc2c(c1)CCC2)N1CCc2ccccc21 | -0.1% | -3.3% | 4.9% | 0.0% | -0.8% | 6.4% | nt | nt | 1.2 | 7.3%
COc1cccc(C(=O)O/N=C(\N)Cc2ccc(Cl)cc2)c1 | 6.7% | -2.3% | 14.2% | 0.6%[50 µM] | 5.3% | 3.1% | 18.4 | 664 | 1 | 7.9%
Cc1cc(C(=O)OCC(=O)Nc2ccc(F)cc2)c(C)o1 | -4.1% | -2.2% | 5.3% | -2.8% | -17.3% | 12.1% | 14.7 | 761 | 1.1 | 2.3%
COc1ccc(OC)c(C2C(C(C)=O)=C(O)C(=O)N2CCC(=O)O)c1 (stereo not given) | 2.9% | -5.8% | 0.6% | 4.5% | 29.0% | 3.2% | -4.2 | 731 | 1.1 | -2.6%
Cc1ccc2cc(-c3noc(C4CCCCC4)n3)c(=O)[nH]c2c1 | 17.9% | -5.3% | 8.7% | 0.1% | 4.0% | 2.3% | -8.1 | 725 | 1 | 7.3%
CN(C(=O)COC(=O)c1cccnc1Nc1ccccc1F)C1CCS(=O)(=O)C1 (stereo not given) | -3.6% | -3.7% | -3.6% | 0.1% | 5.1% | 12.0% | -3.6 | 656 | 1.1 | -0.3%
COc1ccc(OC)c(N(CC(=O)NCc2ccccn2)S(C)(=O)=O)c1 | 1.8% | -0.3% | 0.6% | 0.7% | -1.2% | 7.5% | nt | nt | 1 | 5.8%
COc1ccc(C2=Nn3c(nnc3-c3ccncc3)SC2)cc1OC | -1.0% | 7.3% | 13.7% | 0.9% | 8.3% | -2.4% | -16.3 | 575 | 1.1 | -11.6%
O=C(N/N=C/c1ccccc1Cl)c1nc2ccc([N+](=O)[O-])cc2c(=O)[nH]1 | -14.5% | 0.4% | 13.7% | 4.1% | 3.0% | 0.8% | -12.4 | 731 | 2.4 | 8.8%
COc1cc(C)c2occ(/C(C)=N\O)c2c1 | 2.0% | -5.1% | -1.9% | 0.1% | -0.3% | 5.0% | nt | nt | 1 | 8.9%
Cc1ccc(S(=O)(=O)c2c(N)n(-c3ccccc3)c3nc4ccccc4nc23)cc1 | 7.5% | 0.6% | 8.1% | 0.3% | -6.6% | 8.2% | -1.2 | 662 | 1 | 3.7%
